Screening results (PubChem)
IP6K1 inhibitor – IP6K1 kinase inhibition. activity change, % (series mostly up to about 58 µM). AID 1645851. IP6K1 kinase, ADP-Glo luminescence, 2 h; hits give low values. hit rate 0.81% among 140,000; in the data active = activity change below about -25%
Target sequence (Q92551 whole entry, looked up): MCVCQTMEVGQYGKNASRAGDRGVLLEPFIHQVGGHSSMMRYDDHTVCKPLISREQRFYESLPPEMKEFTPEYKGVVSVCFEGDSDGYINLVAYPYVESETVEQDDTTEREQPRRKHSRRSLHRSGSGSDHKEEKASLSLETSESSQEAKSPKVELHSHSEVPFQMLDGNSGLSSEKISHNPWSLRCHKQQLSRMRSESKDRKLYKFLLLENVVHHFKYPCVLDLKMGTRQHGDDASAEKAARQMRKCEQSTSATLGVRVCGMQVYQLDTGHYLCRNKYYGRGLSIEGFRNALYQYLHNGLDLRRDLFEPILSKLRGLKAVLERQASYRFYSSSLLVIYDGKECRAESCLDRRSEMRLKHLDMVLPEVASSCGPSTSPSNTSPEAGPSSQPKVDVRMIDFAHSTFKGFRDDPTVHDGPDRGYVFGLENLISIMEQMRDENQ
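ADP-Glo luminescence measures ADP made by human IP6K1 during a 2 h RT reaction with ATP/IP6 (mix at 1.3 mM/130 uM); top library doses 57.5 and 19.1 uM final.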
GPT2 inhibitor – blocks human glutamate pyruvate transaminase 2 | Potency, µM (highest dose often 57.7 µM), for the others: at the top dose activity change, negative = inhibition, hits mostly inhibitors | Recombinant GPT2, coupled pyruvate oxidase/HRP Amplex Red fluorescence | hit rate 0.25% among 100,000; note: potency is the fitted concentration of half-maximal effect; nearly all actives have a fitted effect of over 60% in size; many of its hits are not listed in these tables
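Fluorescence of coupled pyruvate oxidase/HRP/Amplex Red system (50uM Amplex, 30 min, dark) reports pyruvate formed by GPT2. Enzyme reaction: 10ng/uL GPT2, 2mM L-alanine, 250uM a-KG, 30 min room temperature, pH 7.5; 50uM AOA control.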
HEK cytotox – kills HEK 293 cells; HEK 293 viability, ATP luminescence (CellTiter-Glo), 48-72 h; Potency, µM (highest dose often 115 µM), for inactives: top-dose activity change, negative = cytotoxicity, hits mostly inhibitors; hit rate 6.6% among 94,000; note: potency is the fitted concentration of half-maximal effect; nearly all actives have a fitted effect of over 60% in size
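HEK 293 cells seeded at 250 cells/well were exposed to compound for 48 or 72 hr at 37 degree Celsius. Viability taken as ATP content by CellTiter-Glo luminescence.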
3T3 cytotox – kills NIH 3T3 cells | NIH 3T3 viability, CellTiter-Glo ATP luminescence, 48-72 h | AID 1345082 | Potency, µM (doses to about 96.7 µM), for the others: at the top dose activity change, negative = cytotoxicity, hits mostly inhibitors | hit rate 4.3% among 94,000; note: potency is the fitted concentration of half-maximal effect; nearly all actives have a fitted effect of over 55% in size
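ATP-dependent luminescence (CellTiter-Glo) served as the viability signal for NIH 3T3 cells treated with compound for 48 or 72 hr at 37 °C.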
SNCA viab count – counter-screen for SNCA expression inhibitors: cell viability | HEK-293-SNCA-luc viability, GF-AFC fluorescence, 24 h | Potency, µM (titrated, usually from 57.1 µM), for inactives: top-dose activity change, negative = cytotoxicity, usual class: cytotoxic | hit rate 0.12% among 150,000 | AID 1671193;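 note: potency is the fitted concentration of half-maximal effect; 0% = DMSO-treated cells and -100% = medium-only wells without cells; nearly all actives have a fitted effect of over 30% in size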
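Cytotoxicity counterscreen: after 24 h compound treatment of genome-edited SNCA-luciferase HEK-293 cells, live-cell protease substrate GF-AFC read by fluorescence after 30 min; activity scaled between DMSO (0%) and medium-only (-100%), curves Hill-fitted.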
SNCA expr inh – inhibitors of alpha-synuclein (SNCA) gene expression; hit rate 0.17% among 140,000; HEK-293 SNCA-luciferase knock-in, luminescence, 24 h; Potency, µM (series often up to 57.2 µM), inactives show at the top dose activity change, negative = inhibition, most hits filed as inhibitors;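 note: potency is the fitted concentration of half-maximal effect; plate controls were DMSO cells for no effect and cell-free wells for full effect; nearly all actives have a fitted effect of over 45% in size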
Luciferase inh – blocks purified firefly luciferase enzyme activity; P08659; AID 1347043; Potency, µM (series often up to 115 µM), for inactives: top-dose activity change, negative = inhibition, most hits filed as inhibitors; purified P. pyralis luciferase, luminescence, biochemical; hit rate 2.5% among 76,000; note: potency is the fitted concentration of half-maximal effect; nearly all actives have a fitted effect of over 65% in size
Target sequence (P08659 whole entry, looked up): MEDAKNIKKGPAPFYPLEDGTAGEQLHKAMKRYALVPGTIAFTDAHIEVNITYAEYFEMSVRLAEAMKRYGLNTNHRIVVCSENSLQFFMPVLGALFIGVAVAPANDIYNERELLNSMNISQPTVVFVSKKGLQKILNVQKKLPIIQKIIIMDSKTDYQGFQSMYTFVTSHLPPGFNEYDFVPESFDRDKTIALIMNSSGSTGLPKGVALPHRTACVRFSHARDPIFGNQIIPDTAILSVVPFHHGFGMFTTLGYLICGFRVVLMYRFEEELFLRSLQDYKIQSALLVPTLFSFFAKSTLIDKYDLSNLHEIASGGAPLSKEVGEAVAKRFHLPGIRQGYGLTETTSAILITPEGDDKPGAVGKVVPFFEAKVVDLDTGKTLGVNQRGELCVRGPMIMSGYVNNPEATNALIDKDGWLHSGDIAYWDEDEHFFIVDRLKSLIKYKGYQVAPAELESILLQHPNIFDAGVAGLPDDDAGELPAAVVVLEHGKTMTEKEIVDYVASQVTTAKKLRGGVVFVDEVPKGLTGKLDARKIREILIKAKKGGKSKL
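Cell-free enzyme assay, 10nM P. pyralis luciferase, luciferin and ATP each at 10uM. Inhibition profiled over a 6-point titration, read as luminescence.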
* = called active by the depositor; i = inactive; ? = inconclusive; · = not tested or not shown; [ ] = remark or other dose. Unless noted, calls come from the whole dose curve; as a rule, active = well fitted curve in the direction sought with a large enough effect; inconclusive = small, poorly fitted or top-dose-only effect, or another doubt; inactive = no such curve, though single readings can be large; an effect the other way counts as inactive or inconclusive. Unless noted, % is set by controls: 0 for no effect and ±100 for the full control effect.

item	compound	IP6K1 inhibitor	GPT2 inhibitor	HEK cytotox	3T3 cytotox
1	Cc1cccc(C(=O)N2C[C@@H](CO)[C@H](c3nc(C4CC4)no3)C2)n1	-2	-2%	4%	2%
2	Cc1ccc(C)c(Cn2c(=O)n(-c3ccccc3)c(=O)c3c4c(sc32)CCCC4)c1	-10	·	·	·
3	COc1ccc(C(CC(=O)Nc2ccccn2)N2Cc3ccccc3C2=O)cc1OC (stereo not drawn)	-14	·	·	·
4	CCc1ccc(NC(=O)Cn2ccn(Cc3ccccc3OC)c(=O)c2=O)cc1	-12	·	·	·
5	COc1ccc(N2CCN(C(=O)CCC[C@@H]3[C@H]4CCCN5CCC[C@@H](CN3C(C)=O)[C@@H]45)CC2)cc1	6	-25%	-16%	i
6	COc1ccc(-n2ncc(C(=O)N3CCN(c4cc(C)ccc4C)CC3)c2C2CCN(C(=O)OC(C)(C)C)CC2)cc1	-5	·	·	·
7	OCC1CN(c2ncccn2)CC12CCN(Cc1ccncc1)CC2 (stereo not drawn)	18	i	-13%	-4%
8	COc1cccc(OCc2nc3ccccc3n2CCOc2ccc(C)cc2)c1	-9	·	·	·
9	Cc1noc(C)c1C(=O)N1CCN(c2ccc(C=O)cc2)C(=O)C1	11	0%	1%	i
10	COc1ccc(NC(=O)c2sc3nc(C)c(C(=O)Nc4ccc(C)cc4C)c(-c4ccc(C)o4)c3c2N)cc1	-10	·	·	·
11	CN(C)c1cccc(C(=O)Nc2ccc(-c3nc4ccccc4s3)cc2)c1	11	·	·	·
12	O=C1NC(c2ccccc2)(c2ccccc2)C(=O)N1COP(=O)(O)O	7	0%	·	·
13	CCOC(=O)c1oc2ccc(S(=O)(=O)NCC3Cn4cccc4C(=O)N3C)cc2c1C (stereo not drawn)	0	5%	40µM*	-26%
14	COc1ccc(CCNC(=O)c2ccc3c(Cl)c4c(nc3c2)CCCC4)c(OC)c1	13	·	·	·
15	Cc1nc(-c2c3n(c(=O)n(CC(=O)Nc4ccc(C)c(F)c4)c2=O)CCCCC3)no1	4	-5%	-28%	?

item	SNCA viab count	SNCA expr inh	Luciferase inh
1	-3%	-29%	1%
2	-4%	-9%	·
3	-11%	-7%	·
4	6%	-14%	·
5	-6%	-17%	-2%
6	0%	45%[activator]	·
7	6%	1%	7%
8	3%	11%	·
9	-10%	?	·
10	22%	-3%	·
11	-2%	-12%	·
12	-15%[23.9 µM]	-1%[25.6 µM]	·
13	5%	-21%	-19%
14	-19%	31%[activator]	·
15	-5%	-18%	-9%

Later entries
item	compound	IP6K1 inhibitor	GPT2 inhibitor	HEK cytotox	3T3 cytotox
16	COc1cccc(NC(=O)CSc2nc3cc(OC)c(OC)cc3c3nc(-c4ccccc4)nn23)c1	11	·	·	·
17	COc1ccc(Nc2ccnc(N3CCC(NC(=O)N(C)C)CC3)n2)cc1	-1	?	?	?
18	O=C(NC[C@H]1OC[C@@H](NCc2cnc[nH]2)[C@@H]1O)c1ccncc1	11	-8%[88.5 µM]	5%[172 µM]	i
19	CCOc1ccc(NC(C)=O)cc1	1	i	·	·
20	CCCNC(=O)c1ccccc1NC(=O)c1nsc2ccccc12	47	·	·	·
21	COc1ccc(CC(=O)N2CCc3nc(C)nc(-c4ccc(Cl)cc4)c3CC2)cc1	13	i	-24%	?
22	O=C(C1CCCC1)N1CC2(CCN(Cc3ccccn3)C2)OCc2ccccc21 (stereo not drawn)	-22	-5%	?	-17%
23	O=C(NCCc1ccccc1F)c1nc2sccn2c1-c1cccc(C(F)(F)F)c1	5	i	?	?
24	O=C(C1CCCC1)N1CCCCCC1c1nnc(-c2ccccc2)o1 (stereo not drawn)	14	i	?	-33%
25	CC(C)N1C[C@H](O)C[C@H]1c1nnc2n1CCN(C(=O)c1ccnn1C)CC2	-13	i	4%	-4%
26	CN(C)c1ccc(CN(Cc2ccco2)C(=O)c2ccc(F)cc2)cc1	36	·	·	·
27	CCOC(=O)COC1CCN(C(=O)CC2CCCC2)CC(=O)N(C)c2ccccc21 (stereo not drawn)	-7	·	i	?
28	O=c1[nH]c(=O)n2c(c1-c1ncon1)CCCC2	11	i	-6%	3%
29	CCc1ccc(NC(=O)c2sc3nc(C)c(Cl)c(C)c3c2N)cc1	21	·	·	·
30	COc1ccc(CN2C[C@@H](CO)[C@H](NC(=O)C3CCC3)C2)cc1	-12	i	i	i

item	SNCA viab count	SNCA expr inh	Luciferase inh
16	-5%	-14%	·
17	-5%[12.5 µM]	-16%	·
18	4%[87.6 µM]	4%[87.6 µM]	-4%[172 µM]
19	77%[23.9 µM]	-38%[25.6 µM]	·
20	9%	39%	·
21	-5%	-13%	2%
22	-9%	-8%	·
23	?	?	·
24	-14%	35%[activator]	·
25	8%	23%	7%
26	5%	-11%	·
27	·	·	·
28	0%	1%	0%
29	14%	93%[activator]	·
30	-15%	16%	8%

The listing continues.
item	compound	IP6K1 inhibitor	GPT2 inhibitor	HEK cytotox	3T3 cytotox
31	Cc1occc(=O)c1O[C@@H]1O[C@H](CO[C@@H]2OC[C@](O)(CO)[C@H]2O)[C@@H](O)[C@H](O)[C@H]1O	22	i	·	·
32	CNC(=O)N1CCC(C2CCN(C(=O)c3cscn3)C2)CC1 (stereo not drawn)	16	3%	i	-7%
33	CCOC(=O)c1ccccc1NC(=O)c1cc2ccc3cccnc3c2[nH]1	32	·	·	·
34	Fc1ccccc1CN1CCC[C@H]1c1nc(-c2ccnc(N3CCOCC3)c2)no1	13	?	89µM*	?
35	O=C(OCc1ccccc1)c1ccc(O)cc1	-21	0%	·	·
36	COc1ccccc1-c1ccc2ncc(Nc3ccc4c(c3)OCO4)n2n1	-3	?	?	?
37	CN1CC(=O)N(C2CCCC2)Cc2c(NCCc3ccc(F)cc3)ncnc21	15	?	?	?
38	CN(C)C[C@@H]1CN(C2CCOCC2)C[C@H]1NC(=O)c1ccnn1C	7	-5%	-24%	-6%
39	CCOC(=O)C1CCCCC(=O)N1 (stereo not drawn)	9	i	-4%	-6%
40	Cc1nc(C2CCCN(C(=O)Cc3ccc(S(C)(=O)=O)cc3)C2)n[nH]1 (stereo not drawn)	-15	i	i	-2%
41	COc1ccccc1C(=O)N1CCn2c(nnc2C2CCNCC2)C1	-6	i	i	i
42	Cc1noc(-c2cn(C3CCN(C(=O)c4cccc5[nH]ccc45)CC3)nn2)n1	17	i	1%	-2%
43	Cn1cccc1CN1CC(Oc2ccc(F)cc2F)C1	-8	i	-25%[172 µM]	-16%[138 µM]
44	COc1ccccc1CC(=O)N[C@@H]1CN(C)C[C@H]1CN(C)C	-7	-5%	i	2%
45	Cc1ccc(NC(=O)C2CCC(CNS(=O)(=O)c3cccc4nsnc34)CC2)c(Cl)c1 (stereo not drawn)	13	·	·	·

item	SNCA viab count	SNCA expr inh	Luciferase inh
31	-1%[23.9 µM]	·	·
32	-11%[12.5 µM]	5%	-2%
33	5%	30%[activator]	·
34	-5%[87.6 µM]	18%[87.6 µM]	8%[172 µM]
35	-16%[23.9 µM]	64%[25.6 µM]	·
36	-8%[87.6 µM]	-26%[87.6 µM]	-8%[172 µM]
37	-6%	-3%	·
38	17%	?	-10%
39	0%	-7%	-1%
40	-15%	5%	-3%
41	3%	-27%	·
42	-1%	4%	6%
43	-10%[87.6 µM]	46%[activator][87.6 µM]	·
44	4%	4%	-1%
45	7%	2%	·

Compounds from the list above that contain a thiophene ring, fused or not (3):
item	compound	IP6K1 inhibitor	GPT2 inhibitor	HEK cytotox	3T3 cytotox
2	Cc1ccc(C)c(Cn2c(=O)n(-c3ccccc3)c(=O)c3c4c(sc32)CCCC4)c1	-10	·	·	·
10	COc1ccc(NC(=O)c2sc3nc(C)c(C(=O)Nc4ccc(C)cc4C)c(-c4ccc(C)o4)c3c2N)cc1	-10	·	·	·
29	CCc1ccc(NC(=O)c2sc3nc(C)c(Cl)c(C)c3c2N)cc1	21	·	·	·

item	SNCA viab count	SNCA expr inh	Luciferase inh
2	-4%	-9%	·
10	22%	-3%	·
29	14%	93%[activator]	·

(next part)
item	compound	IP6K1 inhibitor	GPT2 inhibitor	HEK cytotox	3T3 cytotox
46	CC(=O)N1CCC(NC[C@H]2O[C@@H]3C[C@@H](CC(=O)NCc4cnn(C)c4)O[C@@H]3[C@@H]2O)CC1	7	i	-2%	-1%
47	Cc1noc(C)c1-c1cc2cc(CNC3CCOCC3)oc2c(NC2CCN(C)CC2)n1	3	?	?	40µM*
48	CCCCCNC(=O)c1cc(-c2cccc(OC)c2)nc2c1cnn2C	14	·	?	?
49	CCC(C)NC(=O)Cn1c(=O)n(-c2ccc(C)cc2)c(=O)c2ccccc21 (stereo not drawn)	-4	·	·	·
50	Cn1cc(CNC(=O)C[C@@H]2C[C@H]3O[C@H](CN)[C@@H](O)[C@H]3O2)cn1	4	3%[88.5 µM]	-15%[172 µM]	-10%[174 µM]
51	CCCCN1CCN(C(=O)[C@@]23CCCC[C@H]2N(CCC(C)C)C(=O)CC3)CC1	10	-2%	-10%	-34%
52	CCn1c(CNC(=O)c2ccc(OC)cc2)nnc1SCC(=O)Nc1ccc(F)cc1	29	·	·	·
53	COCc1nc(C2CC(N)C2)cc(N(C)Cc2csc(C(C)C)n2)n1 (stereo not drawn)	-17	3%[11.5 µM]	-10%	-27%
54	O=C(c1ccccc1Cl)N1CCCC(C(=O)N2CCCC2c2nc3ccncc3[nH]2)C1 (stereo not drawn)	14	i	-2%	-6%
55	O=C1c2c(nc(COc3cc(F)cc(F)c3)n2Cc2ccccc2)NCCN1Cc1ccccc1	-2	-1%	25µM*	25µM*
56	COC(=O)c1nnn(CC(=O)Nc2c(C)cccc2C)c1N	4	·	·	·
57	Cc1ccc(C(=O)N2CCC3(CC2)[C@H](O)C[C@@H]3O)cc1N1CCNC1=O	1	3%	i	3%
58	Cc1ccc(Nc2ccnc(N3CCCC3C(=O)N3CCCC(C)C3)n2)cc1 (stereo not drawn)	3	i	?	?
59	Cc1ccc(C(=O)N[C@@H]2CN(c3ccncn3)C[C@H]2CN(C)C)s1	-13	i	-1%	-5%
60	O=C1NC2(CN(Cc3ccsc3)C2)Oc2ccccc21	13	-10%[88.5 µM]	-4%[172 µM]	-17%[138 µM]

item	SNCA viab count	SNCA expr inh	Luciferase inh
46	4%	-12%	-4%
47	?	26%[87.6 µM]	-17%[172 µM]
48	·	·	·
49	?	20%	·
50	-4%[87.6 µM]	-6%[87.6 µM]	-16%[172 µM]
51	-11%	-14%	0%
52	-29%	-6%	·
53	-8%	-18%	-2%
54	5%	?	·
55	-23%	-30%	-3%
56	5%	-6%	·
57	-9%	-7%	5%
58	-4%[12.5 µM]	?	·
59	6%	1%	0%
60	0%[87.6 µM]	11%[87.6 µM]	-5%[172 µM]

Not all compounds are listed; count on the stated rates, not on these rows.
